HP1b chromo inh: HP1-beta chromodomain-methylated histone interaction inhibition | Potency, µM (doses to about 114 µM), for inactives: at the highest dose activity change, negative = inhibition, hits mostly inhibitors | P83916 | actives 0.56% (n = 390,000) | AlphaScreen HP1-beta / biotin-H3K9me3 peptide binding; further: nearly all actives have a fitted effect of over 70% in size; inactives centre near 23
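HP1-beta protein (50 nM final) preincubated 30 min at room temperature with biotinylated H3(1-18)K9me3 peptide (50 nM) in PBS pH 7.4, 0.01% Tween-20, then compound added for 30 min. AlphaScreen streptavidin donor/nickel chelate acceptor beads (10 ug/mL final), 30 min dark, luminescence read.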
BLM helicase inh: Bloom syndrome helicase (human) inhibition | P54132 | recombinant BLM DNA unwinding, fluorescence dequenching | Potency, µM (titrated, usually from 56.1 µM), without a hit: at the top dose activity change, negative = inhibition, actives largely listed as inhibitors | actives 0.2% (n = 350,000);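 further: plate controls were vehicle for no effect and no enzyme for full effect; nearly all actives have a fitted effect of over 35% in size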
BAZ2B block: BAZ2B (human) inhibition. AlphaScreen BAZ2B-H3K14Ac peptide displacement. Potency, µM (series often up to 114 µM), without a hit: top-dose activity change, negative = inhibition, most hits filed as inhibitors. actives 4.4% (n = 360,000). AID 504333; further: on the % scale 0 is the no-effect control and ±100 the full control effect; nearly all actives have a fitted effect of over 60% in size
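AlphaScreen displacement: compounds (up to 110uM) incubated 30 min at room temperature with a preformed 50 nM BAZ2B/50 nM biotinylated H3K14Ac peptide complex in PBS pH 7.4 with Tween-20. Donor and acceptor beads at 10 ug/mL final added, 20 min light-protected before reading.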
JMJD2A Tudor inh: blocks the human JMJD2A Tudor domain; AlphaScreen JMJD2A-Tudor / H3K4me3 peptide binding; O75164; Potency, µM (top dose mostly 114 µM), for inactives: top-dose activity change, negative = inhibition, actives largely listed as inhibitors; actives 4.4% (n = 390,000); further: on the % scale 0 is the no-effect control and ±100 the full control effect; nearly all actives have a fitted effect of over 50% in size
Pin1 inhibitor: human Pin1 inhibition | Q13526 | Pin1 FP peptide displacement, HiFluor488, 10 min | Potency, µM (highest dose often 115 µM), for the others: at the top dose activity, negative = inhibition, usual class: inhibitors | actives 0.009% (n = 390,000) | AID 504891; active means well fitted inhibition curve with a large enough effect in the polarisation, with a control signal flat, not every such curve was filed as active; inconclusive means small, poorly fitted or top-dose-only effect, or effect the other way, or a change in a side signal; inactive means no such curve, though single readings can be large or run the other way; the % refers to the polarisation; further: on the % scale 0 is the no-effect control and ±100 the full control effect
G9a inh: G9a (human) methyltransferase inhibition; Q96KQ7; G9a H3K9 monomethylation, AlphaScreen, 2 h; Potency, µM (doses to about 102 µM), for the others: at the highest dose activity, negative = inhibition, actives largely listed as inhibitors; actives 8.8% (n = 350,000); further: on the % scale 0 is the no-effect control and ±100 the full control effect; nearly all actives have a fitted effect of over 75% in size
Target sequence (Q96KQ7 913-1193 limits assumed): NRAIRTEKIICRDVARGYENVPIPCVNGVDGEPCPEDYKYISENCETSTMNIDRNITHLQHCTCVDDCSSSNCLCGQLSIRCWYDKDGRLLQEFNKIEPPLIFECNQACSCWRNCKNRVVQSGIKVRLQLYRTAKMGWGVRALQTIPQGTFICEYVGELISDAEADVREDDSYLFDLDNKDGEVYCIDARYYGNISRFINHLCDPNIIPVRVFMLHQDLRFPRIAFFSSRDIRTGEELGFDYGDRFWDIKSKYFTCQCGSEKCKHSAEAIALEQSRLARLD
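Quantitative HTS format: methyltransferase activity on a biotin-tagged H3K9 peptide is measured by AlphaScreen, using a rabbit anti-monomethyl-H3K9 antibody with streptavidin donor and anti-IgG acceptor beads. Final levels are 20 nM enzyme, 500 nM peptide, 20 uM SAM; 2 h RT.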
PGK inhibitor: inhibitors of T. brucei phosphoglycerate kinase. PGK/GAPDH coupled, Kinase-Glo luminescence, 60 min. Potency, µM (highest dose often 57.5 µM), without a hit: at the highest dose activity change, negative = inhibition, usual class: inhibitors. actives 0.043% (n = 380,000); further: on the % scale 0 is the no-effect control and ±100 the full control effect; nearly all actives have a fitted effect of over 60% in size
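Luminescent ATP detection (Kinase-Glo Plus) follows a 60-minute room-temperature incubation, with wells lacking PGK as controls. Buffer: 100 mM TEA (pH 7.6), 5 mM MgCl2, 0.01% Tween-20. Coupling enzyme GAPDH (100 nM final) supplies unstable 1,3-BPG in-well.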
GLS inhibitor: glutaminase GLS (human) inhibition. O94925. GLS enzymatic activity, qHTS titration. Potency, µM (doses to about 45.5 µM), inactives show at the top dose activity change, negative = inhibition, most hits filed as inhibitors. actives 0.21% (n = 410,000). AID 624170; further: on the % scale 0 is the no-effect control and ±100 the full control effect
Target sequence (O94925 whole entry, looked up): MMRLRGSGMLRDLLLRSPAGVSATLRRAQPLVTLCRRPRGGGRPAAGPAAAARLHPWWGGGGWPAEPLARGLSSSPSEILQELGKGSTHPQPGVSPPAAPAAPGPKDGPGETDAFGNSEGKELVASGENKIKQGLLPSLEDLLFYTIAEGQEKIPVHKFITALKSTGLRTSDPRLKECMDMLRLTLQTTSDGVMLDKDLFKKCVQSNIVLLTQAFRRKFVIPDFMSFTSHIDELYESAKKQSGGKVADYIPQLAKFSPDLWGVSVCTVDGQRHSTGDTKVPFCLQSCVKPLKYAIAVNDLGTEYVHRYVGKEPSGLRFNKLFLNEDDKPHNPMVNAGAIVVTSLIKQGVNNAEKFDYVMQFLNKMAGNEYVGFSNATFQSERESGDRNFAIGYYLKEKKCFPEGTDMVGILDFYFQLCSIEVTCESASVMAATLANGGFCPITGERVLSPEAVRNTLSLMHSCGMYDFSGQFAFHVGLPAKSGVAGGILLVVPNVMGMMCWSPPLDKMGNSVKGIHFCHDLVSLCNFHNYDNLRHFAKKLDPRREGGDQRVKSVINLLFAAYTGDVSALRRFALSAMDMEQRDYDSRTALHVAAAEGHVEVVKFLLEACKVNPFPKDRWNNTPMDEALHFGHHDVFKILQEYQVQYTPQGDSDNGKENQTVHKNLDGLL
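Two-point fluorescence kinetic (t0, 30 min RT) for hKGA; glutamate detected via glutamate oxidase–HRP–Amplex Red. Substrate: 1 mM L-glutamine solution; buffer 45 mM KH2PO4, pH 8.2.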
POLI inh: DNA polymerase iota (human) inhibition; actives 1% (n = 390,000); Q9UNA4; Pol iota fluorescent replication assay, 10 min; Potency, µM (top dose mostly 115 µM), for inactives: top-dose activity, negative = inhibition, most hits filed as inhibitors
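Fluorescent replication assay read twice, at 0 min and 10 min after adding 50 nM (final) substrate. Enzyme (10 nM) and compounds were first incubated 15 min at room temperature; enzyme-free buffer wells were negative controls.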
Active calls of the source: *; [ ] = another dose, or the depositor's remark. Unless noted, the call rests on the fitted dose curve; in most records, active means well fitted curve in the direction sought with a large enough effect; inconclusive means small, poorly fitted or top-dose-only effect, or another doubt; inactive means no such curve, though single readings can be large; an effect the other way counts as inactive or inconclusive. Potency means the concentration at half of the fitted maximal effect. Only part of the results is shown; count on the stated rates, not on these rows.

`COC(=O)c1cccc(Nc2c(-c3ccc(O)cc3)nc3nc[nH]n23)c1` gave HP1b chromo inh 0%, BLM helicase inh -4%, BAZ2B block -35%, JMJD2A Tudor inh -32%, Pin1 inhibitor 1%, G9a inh inconclusive, PGK inhibitor inactive, GLS inhibitor -16% and POLI inh 23%.
For CC(C)c1ccc(NC(=O)C2CCN(S(=O)(=O)c3ccc4c(c3)C(C)(C)C(=O)N4C)CC2)cc1 the results were HP1b chromo inh 28%, BLM helicase inh -8%, BAZ2B block -5%, JMJD2A Tudor inh -23%, Pin1 inhibitor -4%, G9a inh 16%, PGK inhibitor -1%, GLS inhibitor -2% and POLI inh 4%.
COc1cc2c(cc1NC(=O)c1cccnc1)oc1ccccc12 was read as HP1b chromo inh 32%, BLM helicase inh 2%, BAZ2B block -3%, JMJD2A Tudor inh -13%, Pin1 inhibitor -4%, G9a inh -16%, PGK inhibitor 1%, GLS inhibitor -5% and POLI inh 2%.
CCOc1ccc(C(C)=O)cc1COC(=O)c1cccnc1SC was read as HP1b chromo inh 23%, BLM helicase inh 1%, BAZ2B block -3%, JMJD2A Tudor inh -12%, Pin1 inhibitor 4%, G9a inh 1%, PGK inhibitor -6%, GLS inhibitor 15% and POLI inh 82%[activator].
Screening Cc1ccc(-c2nc(CCNC(=O)C(=O)Nc3c(C)cccc3C)cs2)cc1 returned HP1b chromo inh 47%[57 µM], BLM helicase inh 2%, BAZ2B block 28%, JMJD2A Tudor inh -5%, Pin1 inhibitor -2%, G9a inh 18%[59 µM], PGK inhibitor inactive, GLS inhibitor 6% and POLI inh 12%.
`O=C(NC1CCCCC1)C(=O)c1c[nH]c2ccccc12` gave HP1b chromo inh 16%, BLM helicase inh -6%, BAZ2B block -9%, JMJD2A Tudor inh -3%, Pin1 inhibitor -5%, G9a inh 29%, PGK inhibitor -1%, GLS inhibitor -19% and POLI inh 40%[activator].
For CCCc1c(O)nc(SCC(=O)NCc2ccco2)[nH]c1=O the results were HP1b chromo inh 22%, BLM helicase inh -5%, JMJD2A Tudor inh -8%, Pin1 inhibitor 2%, G9a inh -31%, PGK inhibitor 2%, GLS inhibitor 9% and POLI inh inconclusive.
OC(COc1ccc(OCC(O)CN2CCN(Cc3ccccc3)CC2)cc1)CN1CCN(Cc2ccccc2)CC1 (configuration not stated) was read as HP1b chromo inh 9%, JMJD2A Tudor inh -23%, Pin1 inhibitor 5%, PGK inhibitor 3%, GLS inhibitor 8% and POLI inh -13%.
CC(C)C1Cc2c(sc3ncnc(NN)c23)CO1 (configuration not stated) was read as HP1b chromo inh 22%, BLM helicase inh -1%, BAZ2B block 28µM*, JMJD2A Tudor inh 25µM*, Pin1 inhibitor 20%, G9a inh -12%[2.33 µM], PGK inhibitor -2%, GLS inhibitor 11µM* and POLI inh 60%[activator].
For Cc1c(C(=O)Nc2c(C)n(C)n(-c3ccccc3)c2=O)oc2ccccc12 the results were HP1b chromo inh 18%, BLM helicase inh -1%, BAZ2B block 10%, JMJD2A Tudor inh -11%, Pin1 inhibitor 1%, G9a inh -8%[59 µM], PGK inhibitor -2%, GLS inhibitor 4% and POLI inh 1%.
Screening CCOC(=O)C1=C(COC(=O)c2cc(S(=O)(=O)N3CCOCC3)ccc2F)NC(=O)NC1C (configuration not stated) returned HP1b chromo inh 19%, JMJD2A Tudor inh -6%, Pin1 inhibitor -16%, PGK inhibitor -2%, GLS inhibitor -3% and POLI inh 14%.
Screening CN1CCN(C(=O)c2cccn(Cc3ccc(C(F)(F)F)cc3)c2=O)CC1 returned HP1b chromo inh 16%, BLM helicase inh 3%, BAZ2B block 6%, JMJD2A Tudor inh 1%, Pin1 inhibitor 3%, G9a inh 5%[2.33 µM], GLS inhibitor 3% and POLI inh inconclusive.
For CCC1(C)Cc2nc3[nH]c(=S)n(-c4ccc(C)cc4)c(=O)c3cc2CO1 (configuration not stated) the results were HP1b chromo inh 50%[activator], BLM helicase inh 2%, BAZ2B block -2%, JMJD2A Tudor inh -1%[57.1 µM], Pin1 inhibitor 1%, G9a inh 6%, PGK inhibitor 0%, GLS inhibitor 1% and POLI inh 14%.
Screening CC(C)(C)Nc1nc(OCC(F)(F)F)nc(OCC(F)(F)F)n1 returned HP1b chromo inh 55%, BLM helicase inh 0%, BAZ2B block 4%, JMJD2A Tudor inh 18%, Pin1 inhibitor -1%, G9a inh 10%[59 µM], PGK inhibitor -5%, GLS inhibitor -2% and POLI inh -16%.
For O=C1NC(=S)N/C1=C\c1ccc(N2CCOCC2)cc1 the results were HP1b chromo inh 0%, BLM helicase inh 7%, BAZ2B block -9%, JMJD2A Tudor inh 20µM*, Pin1 inhibitor 84%[activator], G9a inh inconclusive, GLS inhibitor -16% and POLI inh -7%.
For Cc1cc(C)c2nc(N(Cc3cccnc3)C(=O)c3ccc(S(=O)(=O)N(C)C)cc3)sc2c1 the results were HP1b chromo inh 5%, BLM helicase inh -6%, BAZ2B block -15%, JMJD2A Tudor inh -16%, Pin1 inhibitor -8%, G9a inh 8%[59 µM], PGK inhibitor -9%, GLS inhibitor -3% and POLI inh 23%.
`O=C(N1CCOCC1)N1CCN(S(=O)(=O)c2ccc(Cl)cc2)CC1` gave HP1b chromo inh 51%[activator], BLM helicase inh 1%, BAZ2B block 9%, JMJD2A Tudor inh -4%, Pin1 inhibitor 4%, PGK inhibitor -14%, GLS inhibitor -17% and POLI inh 21%.
O=C(Nc1ccc(OCC(=O)N2CCOCC2)cc1)c1ccccc1Cl was read as HP1b chromo inh 11%, BLM helicase inh 0%, BAZ2B block -2%, JMJD2A Tudor inh -16%, Pin1 inhibitor -2%, G9a inh 34%, PGK inhibitor -2%, GLS inhibitor -1% and POLI inh 8%.
`CC1CC1C(=O)Nc1nc(-c2ccc(Cl)s2)cs1` (configuration not stated) gave HP1b chromo inh 8%, BLM helicase inh -8%, BAZ2B block -10%, JMJD2A Tudor inh -7%, Pin1 inhibitor -6%, G9a inh 3%, PGK inhibitor -5%, GLS inhibitor -17% and POLI inh 83%[activator].
`CC1CCN(CCCNC(=O)C2CCCN(c3ncnc4c3nc3n4CCCCC3)C2)CC1` (configuration not stated) gave HP1b chromo inh 27%, BLM helicase inh 3%, BAZ2B block 2%, JMJD2A Tudor inh -21%, Pin1 inhibitor 1%, PGK inhibitor 2%, GLS inhibitor -1% and POLI inh 36%[activator].
For O=C(NCc1ccco1)c1sc2cccc(F)c2c1Cl the results were HP1b chromo inh 26%, BLM helicase inh -4%, BAZ2B block 8%, JMJD2A Tudor inh -4%, Pin1 inhibitor -2%, G9a inh 8.9µM*, PGK inhibitor -10%, GLS inhibitor 7% and POLI inh -6%.
COc1cc(-n2c(C)nc3cc(C(=O)NCC4CCCO4)ccc32)cc(OC)c1OC (configuration not stated) was read as HP1b chromo inh 60%[activator], BLM helicase inh -1%, BAZ2B block -31%, JMJD2A Tudor inh -19%, Pin1 inhibitor -8%, G9a inh -61%, PGK inhibitor inactive, GLS inhibitor -13% and POLI inh 44%[activator].
Screening O=C(Nc1cccc(-c2cnc3ccccc3n2)c1)c1ccco1 returned HP1b chromo inh 4%, BLM helicase inh 1%, BAZ2B block 17%, JMJD2A Tudor inh inconclusive, Pin1 inhibitor 1%, G9a inh -20%[12.7 µM], PGK inhibitor -9%, GLS inhibitor 1% and POLI inh 7%.
Screening Cc1nc(N2CCN(C(=O)c3ccco3)CC2)nc2c1C(=O)CCC2 returned HP1b chromo inh 60%[activator], BLM helicase inh 0%, BAZ2B block -6%, JMJD2A Tudor inh -5%, Pin1 inhibitor -4%, PGK inhibitor 10%, GLS inhibitor 0% and POLI inh 19%.
O=C(/C=C/c1ccccc1)Nc1ccc(CN2CCOCC2)cc1 was read as HP1b chromo inh 12%, BLM helicase inh -8%, BAZ2B block -2%, JMJD2A Tudor inh -21%, Pin1 inhibitor 5%, G9a inh 7%[59 µM], PGK inhibitor -2%, GLS inhibitor 1% and POLI inh 16%.
Cc1nn2c(N3CCOCC3)cc(C(C)(C)C)nc2c1-c1ccccc1 was read as HP1b chromo inh 92%[activator], BLM helicase inh -1%, BAZ2B block 3%, JMJD2A Tudor inh 11%, Pin1 inhibitor -7%, G9a inh 4%, GLS inhibitor 0% and POLI inh -8%.
S=C(Nc1ccccc1)N1CCCN1c1ccccc1 was read as HP1b chromo inh 57%[activator], BLM helicase inh -2%, BAZ2B block 1%, JMJD2A Tudor inh -9%, Pin1 inhibitor -3%, G9a inh 12%, PGK inhibitor 10%, GLS inhibitor 41%[activator] and POLI inh -7%.
`COCCCNC(=O)Cn1nnc(-c2ccccc2NC(=O)c2ccc(F)cc2)n1` gave HP1b chromo inh 26%, BLM helicase inh 0%, BAZ2B block -16%, JMJD2A Tudor inh -13%, Pin1 inhibitor 1%, G9a inh -20%, PGK inhibitor -7%, GLS inhibitor -7% and POLI inh 2%.
Cc1nn(-c2ncccn2)c2c1C(=O)CC(C)(C)C2Br (configuration not stated) was read as HP1b chromo inh 12%, JMJD2A Tudor inh -5%, Pin1 inhibitor 4%, PGK inhibitor -5%, GLS inhibitor 0% and POLI inh -14%.
`CC(C)N=C(Nc1cccnc1)c1ccccc1` gave HP1b chromo inh 16%, BLM helicase inh -3%, BAZ2B block -8%, JMJD2A Tudor inh -2%, Pin1 inhibitor -1%, G9a inh 3%, PGK inhibitor 1%, GLS inhibitor 6% and POLI inh 19%.
`c1coc(CNCC2OCCc3ccccc32)c1` (configuration not stated) gave HP1b chromo inh 27%, BLM helicase inh -2%, BAZ2B block -12%, JMJD2A Tudor inh -18%, Pin1 inhibitor 0%, G9a inh inconclusive, GLS inhibitor 4% and POLI inh 23%.
